Screening data from PubChem BioAssay.
miR122 inh: blocks miR-122 activity in Huh7 sensor cells | activation (reporter increase), % at 12.5 µM | 340,000 compounds, 0.3% hits | AID 602342 | Huh7 miR-122 Renilla luciferase sensor, 48 h; neutral wells = 0, positive control = 100;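 active means mean replicate activation score at least 90 and every replicate individually at or above 90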;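 further: higher luciferase means less miR-122 activity so hits act as miR-122 inhibitors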
Cneo AK release: Cryptococcus neoformans lysis via adenylate kinase release; C. neoformans lysis, adenylate kinase release luminescence, 4 h; normalised: neutral wells 0, clomiphene wells 100; lysis activity, % at 15 µM; 360,000 compounds, 0.2% hits;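 active means mean lysis activity across replicates of at least 80%, whatever share of replicates individually reach that level; inactive means mean lysis activity below 80%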
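Material: C. neoformans cells | Amount: Yeast cell density of 5 × 10^6 cells/mL | Medium: Fresh YPD growth medium | Dosing: Single dose | Times: Static 4 h at 37 °C with compound, 1 h detection | Detection: AK luminescence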
ERAP1 HTS inh: blocks human ERAP1 aminopeptidase activity; recombinant ERAP1, Leu-AMC fluorescence, 60 min; Q9NZ08; AID 652197; inhibition, % at 10.7 µM; 340,000 compounds, 0.15% hits;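 active means mean replicate inhibition of at least 30%, or all replicates individually reaching that 30% level; inactive means mean below 30% and not every replicate reaching it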;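 further: 0% = neutral control wells and 100% = L-leucinethiol positive control wells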
Target sequence (Q9NZ08 whole entry, looked up): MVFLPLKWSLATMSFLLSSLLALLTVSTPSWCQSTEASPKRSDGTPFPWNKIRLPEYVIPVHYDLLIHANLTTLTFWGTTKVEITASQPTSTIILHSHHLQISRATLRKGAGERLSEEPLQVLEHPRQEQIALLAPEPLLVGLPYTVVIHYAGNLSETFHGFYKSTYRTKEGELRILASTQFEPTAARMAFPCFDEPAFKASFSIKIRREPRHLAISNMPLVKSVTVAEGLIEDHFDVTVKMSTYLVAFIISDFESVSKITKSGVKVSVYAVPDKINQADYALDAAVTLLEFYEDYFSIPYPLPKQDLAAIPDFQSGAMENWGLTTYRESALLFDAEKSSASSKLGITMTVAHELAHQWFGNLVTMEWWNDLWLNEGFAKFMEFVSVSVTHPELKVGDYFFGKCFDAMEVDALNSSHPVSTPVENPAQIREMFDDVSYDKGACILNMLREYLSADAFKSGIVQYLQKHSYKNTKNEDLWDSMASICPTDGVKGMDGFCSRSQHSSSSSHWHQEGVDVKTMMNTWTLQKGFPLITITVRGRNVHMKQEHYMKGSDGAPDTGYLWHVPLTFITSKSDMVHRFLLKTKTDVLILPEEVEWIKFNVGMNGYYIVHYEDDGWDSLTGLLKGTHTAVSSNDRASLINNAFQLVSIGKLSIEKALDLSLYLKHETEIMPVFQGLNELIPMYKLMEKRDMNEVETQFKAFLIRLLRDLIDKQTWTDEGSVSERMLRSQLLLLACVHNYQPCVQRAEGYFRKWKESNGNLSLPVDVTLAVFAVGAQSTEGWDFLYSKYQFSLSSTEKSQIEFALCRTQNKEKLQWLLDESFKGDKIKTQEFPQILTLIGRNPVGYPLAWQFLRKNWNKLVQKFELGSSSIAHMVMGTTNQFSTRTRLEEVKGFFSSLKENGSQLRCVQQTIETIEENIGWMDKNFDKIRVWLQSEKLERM
E-selectin induc: E-selectin induction on HUVECs | P16581 | HUVEC E-selectin immunofluorescence imaging; normalized: neutral wells 0, TNF-alpha wells 100 | activation, % at 7.58 µM | 260,000 compounds, 0.37% hits | AID 686992;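 active means mean E-selectin-positive cell signal at least 10% of the positive control, reached in at least 60% of replicates, without over 20% cell loss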;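 further: in these data hits start at about 27%; measured in HUVEC primary endothelial cells; signal is the percent of cells scored E-selectin positive by PE staining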
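Test system: HUVEC; input: 3,000 HUVEC/well; measured by: immunofluorescence imaging; read-out: % PE-positive cells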
RAD52 anneal inh: blocks human RAD52 DNA annealing. inhibition, % at 18.7 µM. 360,000 compounds, 0.46% hits. recombinant RAD52 DNA annealing, FRET fluorescence;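 active means every replicate showing at least 50% inhibition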
RAD54 branch: inhibitors of human RAD54 branch migration; Q92698; RAD54 Holliday junction branch migration, FAM/BHQ fluorescence; inhibition, % at 10.4 µM; 360,000 compounds, 0.14% hits; AID 602329;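 active means mean normalized replicate activity at least 40 and at least half of replicates scoring 40 or more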;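 further: 0% = median of neutral control wells and 100% = median of positive control wells; inhibitors cause a drop in the FAM fluorescence signal; in these data hits start at about 50%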
PGC1a acetyl inh: lowers PGC1a acetylation signal in U2OS cells; AID 651687; 350,000 compounds, 0.17% hits; inhibition, % at 15.6 µM; AlphaScreen anti-acetyl-lysine; with virally co-expressed GCN5 acetyltransferase;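 active means every replicate shows inhibition of at least 40%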;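 further: 0% = neutral control wells and 100% = positive control wells; some results beyond the cut were filed as inactive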
PglD DTNB: inhibitors of Campylobacter jejuni PglD acetyltransferase | purified PglD enzyme, DTNB colorimetric CoA detection | inhibition, % at 12.5 µM | 360,000 compounds, 0.098% hits; in the data active means inhibition above about 16%, passing the limit was not always enough; further: strong numbers were not always called active
Numbers without * were called inactive; x = not tested or not shown; & = joins results of further samples; [ ] = another dose, or the depositor's remark. Random draw from the library; about 1.4% have a hit in one of these screens.

| Molecule | miR122 inh | Cneo AK release | ERAP1 HTS inh | E-selectin induc | RAD52 anneal inh | RAD54 branch | PGC1a acetyl inh | PglD DTNB |
| --- | --- | --- | --- | --- | --- | --- | --- | --- |
| COc1cc(/C=C(/Sc2nnc(-c3ccc(F)cc3)o2)C(=O)O)ccc1OC(F)F | -4 | 0 | 1 | x | -19 | -10 | 12 | 3 |
| CC(C)CCNC(=O)C(Cc1ccccc1)NS(=O)(=O)c1ccc2c(c1)c(=O)n(C)c(=O)n2C (stereo not given) | 5 | 0 | 1 | 0.6 | 0 | -3 | -11 | x |
| Cc1ccccc1NC(=O)c1cccc2nccnc12 | 1 | 2 | x | x | x | 7 | 11 | -6 |
| C[C@H]1CN([C@@H](C)CO)C(=O)Cc2cc(NC(=O)C3CCCCC3)ccc2O[C@H]1CN(C)CC1CCCCC1 | -2[16.7 µM] | 4 | 0 | 0.1 | 0 | 0 | -10 | -2 |
| Cc1ccc(CN2CC(C(=O)Nc3ncccc3C)CC2=O)cc1 (stereo not given) | x | 0 | 4 | x | -15 | 1 | x | -1 |
| O=C(C[C@@H]1C=C[C@H](NC(=O)CN2CCOCC2)[C@H](CO)O1)NCCc1ccncc1 | x | x | -2 | -0.2 | -18 | x | 3 | x |
| O=C1SCC(c2ccc(Cl)cc2Cl)=NN1Cc1nnc(-c2ccccc2)o1 | 3 | 1 | x | -0.1 | x | -6 | x | -2 |
| CC(C)NC(=O)N1C[C@@H]2[C@H](c3ccccc31)[C@H](CO)N2C(=O)NC(C)C | -13[16.7 µM] | -17 | 0 | -0.3 | -5 | 1 | 5 | 0 |
| Cc1ccc(S(=O)(=O)NCC(=O)N(CC(=O)NCC2CCCO2)Cc2ccccc2)cc1 (stereo not given) | -7 | 0 | x | x | x | 1 | 0 | 0 |
| CCOc1ccc(NC(=O)CN(C)C(=O)CN2C(=O)C3CC=CCC3C2=O)cc1OCC (stereo not given) | -1 | x | -2 | -0.2 | 5 | x | 8 | x |
| O=C(Cn1nc(C(=O)O)c2ccccc2c1=O)Nc1ccccc1C(F)(F)F | -5 | 7 | 1 | 0.0 | -3 | -11 | x | 2 |
| O=C(/C=C/c1ccc(Cl)cc1Cl)N(Cc1ccc(Cl)cc1)C1CCS(=O)(=O)C1 (stereo not given) | -3 | 0 | 4 | x | -26 | -3 | x | -4 |
| O=C(NNc1ncnc2c1cnn2-c1ccc(F)cc1)c1cccs1 | -3 | -1 | -1 | x | -11 | 6 | 4 | -3 |
| Cn1c(/C(C#N)=C(\O)c2ccc([N+](=O)[O-])cc2)nc2ccccc21 | 0 | x | 6 | 5.7 | -23 | x | 0 | x |
| O=C(O)CCC(=O)Nc1nc2nccc(-c3ccccc3)n2n1 | -1 | 0 | 0 | 2.8 | -76 | 8 | -5 | 6 |
| COc1ccc(NC(=O)CS(=O)CC(=O)Nc2ccc(-n3cnnn3)c(C)c2)cc1 (stereo not given) | -4 | -5 | -3 | x | 3 | 2 | 8 | 3 |
| CC(C)(C)n1nc2c(c1NC(=O)c1ccc(Cl)c([N+](=O)[O-])c1)CS(=O)(=O)C2 | -5 | 3 | -4 | x | -7 | 12 | 22 | -9 |
| CC(C)(C)S(=O)(=O)N1C[C@@H]2CC/C=C\C/C=C\2[C@H]1CCO | 0 | 2 | -1 | -0.1 | -19 | 4 | -7 | 7 |
| C[C@H](CO)N1C[C@H](C)[C@@H](CN(C)S(=O)(=O)c2cccs2)Oc2ccc(NS(=O)(=O)c3ccccc3)cc2CC1=O | 3 | -3 | -2 | 1.4 | -65 | 4 | 0 | -1 |
| COc1ccc(CN(C)C[C@@H]2OCc3cn(nn3)CCCC(=O)N([C@@H](C)CO)C[C@@H]2C)cc1 | 2[16.7 µM] | -3 | -3 | 0.0 | 10 | 18 | -1 | 0 |
| CCOC(=O)C(=O)NCC(c1cccs1)S(=O)(=O)c1ccc(C)cc1 (stereo not given) | x | -1 | 3 | 0.0 | 9 | 8 | -7 | -6 |
| C[C@@H]1CN([C@@H](C)CO)C(=O)Cc2cc(NS(=O)(=O)c3cn(C)cn3)ccc2O[C@H]1CN(C)Cc1ccc(Cl)c(Cl)c1 | -18[16.7 µM] | 56 | 14 | x | 8 | 3 | 2 | -1 |
| N#Cc1c(SCC(=O)Nc2nccs2)sc2c(O)cc(=O)[nH]c12 | -3 | -1 | 1 | 0.2 | -79 | -20 | x | 0 |
| O=c1c2ccccc2nc2n1CC/C2=C\N1CCN(c2ccc([N+](=O)[O-])cc2)CC1 | -4 | -1 | -1 | x | -20 | 5 | 1 | -2 |
| C[C@H](CO)N1C[C@H](C)[C@H](CN(C)CC2CC2)Oc2ccc(NC(=O)Nc3ccc(C(F)(F)F)cc3)cc2CC1=O | 1[16.7 µM] | 4 | 0 | -3.0 | -5 | -5 | -7 | 4 |
| COc1ccc(OC)c(S(=O)(=O)Oc2ccc(N)c3ccccc23)c1 | 38 | -4 | x | x | -13 | -4 | -12 | 1 |
| CC(C)c1cccc(C(C)C)c1OC(=O)[C@H]1OC(C(C)(C)C)=C[C@@H]1c1ccccc1 | -12 | 3 | x | -0.1 | -9 | -12 | x | -2 |
| CCn1c(SCC(=O)O)nnc1-c1cccnc1 | -3 | -7 | -1 | x | -8 | 5 | 17 | 7 |
| N#CCS(=O)(=O)c1ccccc1 | -6 | 12 | 2 | x | -16 | -1 | 1 | 2 |
| O=P(c1ccccc1)(c1ccccc1)C(O)c1cccs1 (stereo not given) | 1 | -2 | 3 | x | 6 | 7 | 6 | 4 |
| COc1ccccc1C(=O)Nc1cc(C)ccc1NC(=O)c1ccco1 | x | 10 | -2 | 0.1 | -5 | 4 | x | 4 |
| Cc1ccc(OCC(O)CNS(=O)(=O)c2ccccc2C(=O)N2CCCCC2)cc1 (stereo not given) | 16 | 0 | x | x | x | 6 | -6 | 0 |
| CCNC(=O)C[C@@H]1CC[C@H]2[C@@H](COC[C@@H](O)CN2C(=O)Nc2cccc(OC)c2)O1 | -3[16.7 µM] | -1 | x | 0.1 | x | 7 | 1 | 3 |
| C[C@H]1CN([C@@H](C)CO)C(=O)c2cccc(NC(=O)Nc3ccccc3)c2O[C@@H]1CN(C)Cc1ccc(C(F)(F)F)cc1 | 73[16.7 µM] | 1 | 3 | 0.5 | -11 | 6 | x | -2 |
| CC(C)CC#Cc1ccc2c(c1)O[C@@H](CN(C)C(=O)c1ccccc1)[C@@H](C)CN([C@H](C)CO)S2(=O)=O | 10[16.7 µM] | 3 | 0 | -0.2 | 3 | -4 | -18 | -14 |
| O=C(O)CSCc1nc2ccccc2[nH]1 | 0 | -6 | 4 | x | -13 | 9 | -9 | 0 |
| COc1ccc(S(=O)(=O)Nc2ccc3c(c2)C(=O)N([C@@H](C)CO)C[C@H](C)[C@@H](CN(C)CC2CC2)O3)cc1 | x | x | 0 | 0.1 | 8 | x | 2 | x |
| Fc1cccc(Cc2c(-c3ccco3)nc3ccc(Br)cn23)c1 | -5 | 1 | 3 | -0.4 | -10 | 13 | -1 | 0 |
| CCc1ccc(CN2CCC(Oc3ccc(C(=O)NCc4ccccn4)cc3)CC2)o1 | -1 | 0 | -2 | x | -14 | -2 | -18 | 4 |
| CC(=O)Nc1ccc(NC(=O)C2CCN(S(=O)(=O)c3cccc4nonc34)CC2)cc1 | -4 | -2 | x | x | x | 4 | -3 | 2 |
| COc1cc(-c2nn3c(-c4cccnc4)nnc3s2)cc(OC)c1OC | 7 | -1 | x | x | x | -9 | 3 | -3 |
| CCCC1C2CN(C(C)=O)CC=C2C(C#N)=C(N)C1(C#N)C#N (stereo not given) | 3 | -2 | x | x | x | -11 | -7 | 16 |
| Cc1ccc(S(=O)(=O)N(CCCN(C)C)Cc2ccc3c(c2)OCO3)cc1 | -13 | -1 | 5 | 0.2 | -4 | -7 | -14 | 5 |
| CCNC(=O)C[C@@H]1CC[C@H]2[C@@H](COC[C@@H](O)CN2C(=O)CC)O1 | 0[16.7 µM] | -1 | 0 | 0.0 | -3 | -4 | 1 | 0 |
| CCCCc1nc(Cl)c(CO)n1Cc1ccc(-c2ccccc2-c2nnn[nH]2)cc1 | -15 | 3 | 3 | 0.0 | -17 | -12 | -4 | -1 |
| Cc1ccc(N(C(=O)Nc2ccccc2)C2=NCCC2)cc1 | 2 | 7 | x | 0.3 | -15 | 10 | 6 | 4 |
| Cc1ccc(NC(=O)N[C@H](C(=O)O)C(C)C)c(C)c1 | -1 | 3 | 0 | 5.9 | -21 | -12 | 2 | 9 |
| COc1ccccc1CNC(=O)CCS(=O)(=O)c1ccc2c(c1)CC(C)N2C(=O)C1CC1 (stereo not given) | -5 | 1 | 2 | x | -20 | -5 | -19 | -2 |

At a glance, some entries already given.
| Molecule | miR122 inh | Cneo AK release | ERAP1 HTS inh | E-selectin induc | RAD52 anneal inh | RAD54 branch | PGC1a acetyl inh | PglD DTNB |
| --- | --- | --- | --- | --- | --- | --- | --- | --- |
| COc1ccc(S(=O)(=O)Nc2ccc3c(c2)C(=O)N([C@@H](C)CO)C[C@H](C)[C@@H](CN(C)CC2CC2)O3)cc1 | x | x | 0 | 0.1 | 8 | x | 2 | x |
| Fc1cccc(Cc2c(-c3ccco3)nc3ccc(Br)cn23)c1 | -5 | 1 | 3 | -0.4 | -10 | 13 | -1 | 0 |
| CCc1ccc(CN2CCC(Oc3ccc(C(=O)NCc4ccccn4)cc3)CC2)o1 | -1 | 0 | -2 | x | -14 | -2 | -18 | 4 |
| CC(=O)Nc1ccc(NC(=O)C2CCN(S(=O)(=O)c3cccc4nonc34)CC2)cc1 | -4 | -2 | x | x | x | 4 | -3 | 2 |
| COc1cc(-c2nn3c(-c4cccnc4)nnc3s2)cc(OC)c1OC | 7 | -1 | x | x | x | -9 | 3 | -3 |
| CCCC1C2CN(C(C)=O)CC=C2C(C#N)=C(N)C1(C#N)C#N (stereo not given) | 3 | -2 | x | x | x | -11 | -7 | 16 |
| Cc1ccc(S(=O)(=O)N(CCCN(C)C)Cc2ccc3c(c2)OCO3)cc1 | -13 | -1 | 5 | 0.2 | -4 | -7 | -14 | 5 |
| CCNC(=O)C[C@@H]1CC[C@H]2[C@@H](COC[C@@H](O)CN2C(=O)CC)O1 | 0[16.7 µM] | -1 | 0 | 0.0 | -3 | -4 | 1 | 0 |

More entries
| Molecule | miR122 inh | Cneo AK release | ERAP1 HTS inh | E-selectin induc | RAD52 anneal inh | RAD54 branch | PGC1a acetyl inh | PglD DTNB |
| --- | --- | --- | --- | --- | --- | --- | --- | --- |
| CC(=O)c1cccc(NC(=O)COC(=O)Cn2cnc3ccccc32)c1 | -6 | 0 | 0 | x | -17 | -3 | 2 | 5 |
| CC(=O)n1cc([C@@H]2C=C(C(N)=O)O[C@H](OCCCCO)C2)c2ccccc21 | x | 2 | 2 | x | -19 | 4 | x | 7 |
| COc1ccc(CCNC(=O)Nc2nc(C(N)CCc3ccccc3)cs2)cc1OC (stereo not given) | 1 | -1 | 2 | 0.1 | 6 | -6 | x | 10 |
| COCC(=O)N1CCC(Oc2ccc(C(=O)NCc3csc(C(C)C)n3)cc2)CC1 | 2 | 2 | 0 | x | -8 | -14 | -3 | -4 |
| CSc1nc(N)nc(SCC(=O)C(C)(C)C)c1C#N | -4 | -2 | x | x | x | -1 | -1 | -1 |
| CCOC(=O)C1CCN(C(=O)C2CCCN(S(=O)(=O)c3ccc(OC)c(Cl)c3)C2)CC1 (stereo not given) | x | -2 | -4 | x | 5 | 19 | -5 | 2 |
| CCOc1nc2ccccc2cc1C=O | x | x | -3 | 2.7 | 4 | x | 6 | x |
| c1cnc(N2CCN(Cc3ccc4c(c3)OCO4)CC2)nc1 | -5&1 | 1&-1 | -2&-1 | 0.1&0.2 | 11&-9 | 4&1 | x | -3&1 |
